# Smad3 FoxH1 inh – Smad3/FoxH1 peptide binding inhibitors, primary screen, biochemical, TR-FRET; hit rate 0.29% among 88,000; TR-FRET Smad3/Dy647-FoxH1 peptide binding, europium anti-His; inhibition, % at 25 µM;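 active means compounds that reduce the energy-transfer binding signal between the protein and its labelled peptide by more than half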;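 further: 0% = Smad3 plus labelled peptide maximal FRET and 100% = peptide-only background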
# Target sequence (P84022 whole entry, looked up): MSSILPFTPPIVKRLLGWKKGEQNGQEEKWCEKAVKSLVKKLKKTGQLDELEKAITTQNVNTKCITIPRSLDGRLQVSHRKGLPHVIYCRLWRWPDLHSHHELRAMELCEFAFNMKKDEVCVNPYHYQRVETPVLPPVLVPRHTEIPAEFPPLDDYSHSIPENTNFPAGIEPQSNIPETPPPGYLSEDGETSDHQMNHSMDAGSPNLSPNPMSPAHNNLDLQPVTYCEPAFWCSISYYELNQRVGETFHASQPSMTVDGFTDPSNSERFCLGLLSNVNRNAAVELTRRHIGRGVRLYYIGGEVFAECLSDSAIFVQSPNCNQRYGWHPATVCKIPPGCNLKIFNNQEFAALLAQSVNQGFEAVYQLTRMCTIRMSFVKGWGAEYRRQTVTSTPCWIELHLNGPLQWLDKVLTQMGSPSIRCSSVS
# IL1B cytotox – cytotoxicity in IL-1B stimulated HUVEC, primary screen, cytotoxicity control for IL-1B NFkB translocation project, imaging, Hoechst nuclear count, IL-1B stimulus. HUVEC cell count loss. cell count reduction, % at 2 µM. hit rate 0.41% among 94,000. AID 845, 2007;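 active means cell count reduction more than 3 SD above the screen-wide mean, cut at about 70% in these data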;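 further: normalized per plate to untreated control cells as the no-loss baseline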
# VCAM1 TNFa inh – inhibitors of TNFa-induced VCAM1 expression, primary screen, imaging, HUVEC, TNFa stimulus, immunofluorescence; HUVEC TNFa-induced VCAM-1 immunofluorescence, high-content imaging; inhibition, % at 2 µM; hit rate 0.48% among 95,000;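 active means inhibition above the batch mean plus 3 SD, with images confirmed as a hit by eye, cut at about 37% in these data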;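 further: 0% = TNF-stimulated DMSO wells and 100% = unstimulated control wells; not every result past the cut was called active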
# hDAT+cocaine – changed hDAT dopamine uptake under cocaine IC80, either direction, primary screen, cocaine antagonist project, cell-based, LLC-PK1 hDAT, [14C]-dopamine uptake, MLSMR | LLC-PK1 hDAT cells, [14C]-dopamine uptake with cocaine IC80; actives deviate in either direction | hit rate 1.3% among 110,000 | B-score at 10 µM;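 active means Z score or B-score, a plate-position-corrected score, falls beyond the plate's 99.7% confidence bounds, in either direction; inactive means both scores lie inside the 99.7% bounds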;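 further: scored against the spread of the other compound wells on the same plate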
# Target sequence (Q01959 whole entry, looked up): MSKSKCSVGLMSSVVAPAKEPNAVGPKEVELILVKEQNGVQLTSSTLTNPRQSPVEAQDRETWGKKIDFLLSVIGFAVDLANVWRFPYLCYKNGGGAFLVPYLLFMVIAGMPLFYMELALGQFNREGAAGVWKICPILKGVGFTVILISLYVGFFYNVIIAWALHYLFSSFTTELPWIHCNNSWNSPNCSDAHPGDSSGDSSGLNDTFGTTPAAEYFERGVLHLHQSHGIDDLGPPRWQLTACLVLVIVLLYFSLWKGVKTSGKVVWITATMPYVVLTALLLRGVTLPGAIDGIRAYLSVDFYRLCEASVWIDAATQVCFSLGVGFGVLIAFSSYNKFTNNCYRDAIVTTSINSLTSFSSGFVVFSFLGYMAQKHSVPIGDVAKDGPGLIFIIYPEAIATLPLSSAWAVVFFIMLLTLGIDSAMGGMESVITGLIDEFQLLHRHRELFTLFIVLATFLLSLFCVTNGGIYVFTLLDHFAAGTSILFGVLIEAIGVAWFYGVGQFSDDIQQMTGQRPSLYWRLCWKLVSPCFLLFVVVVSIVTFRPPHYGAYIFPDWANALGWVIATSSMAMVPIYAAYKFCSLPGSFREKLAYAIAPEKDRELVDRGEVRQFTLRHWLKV
# MT1-MMP txn act – MT1-MMP promoter reporter activation – cell-based, luciferase luminescence, primary screen; AID 750, 2007; activation factor at 10 µM; HT1080 MT1-MMP promoter luciferase reporter, overnight; hits give high values; hit rate 0.16% among 86,000;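 active means activation factor of at least 2 for MT1-MMP transcription at 10 µM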
# Calb biofilm kill – clotrimazole potentiators killing Candida biofilms, primary screen, with clotrimazole, Alamar Blue; C. albicans biofilm + clotrimazole; inhibition, % at 6 µM; hit rate 0.14% among 85,000;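 active means inhibition above 20%; inactive means inhibition below 20%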;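 further: preformed 24 hr biofilms exposed to compound for 48 hr; 0% = biofilm without compound and 100% = blank killed by clotrimazole plus chlorhexidine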
# LYP inh 2 – PTPN22 phosphatase inhibitors, primary screen, biochemical, DiFMUP fluorescence, 2 µM | Tyrosine-protein phosphatase non-receptor type 22 (Homo sapiens), Q9Y2R2 | recombinant LYP catalytic domain | inhibition, % at 2 µM | hit rate 0.21% among 96,000;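 active means inhibition at 2 µM at or above a set limit, the screen mean plus 3 SD, cut at about 24% in these data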;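 further: 0% = DMSO with enzyme and 100% = enzyme fully blocked by orthovanadate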
# TNFa cytotox – cytotoxicity in TNFa-stimulated HUVEC, primary screen, cytotoxicity control for VCAM1 expression modulator project, imaging, Hoechst nuclei count. hit rate 0.17% among 93,000. HUVEC TNFalpha-stimulated, Hoechst cell count. cell count reduction, % at 2 µM;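 active means cell count reduction exceeding the screen mean by over 5 SD, scaled to untreated wells per plate, cut at about 78% in these data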;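 further: cells counted after 24 h of TNF alpha exposure following the 1 h pretreatment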
# F-actin modifier – modifiers of F-actin cytoskeleton organization, primary screen, imaging, HUVEC, phalloidin staining, high-content imaging | hit rate 0.18% among 91,000 | HUVEC TNFa F-actin phalloidin imaging | inhibition, % at 2 µM;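 active means inhibition above the batch mean plus 3 SD and confirmed as a hit by visual image inspection, cut at about 30% in these data, passing the limit was not always enough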; further: strong numbers were not always called active
# * hit, by the source's call; . = no result given; [ ] = another dose, or the depositor's remark. The list is partial (hit frequency here may not be typical).
SMILES,Smad3 FoxH1 inh,IL1B cytotox,VCAM1 TNFa inh,hDAT+cocaine,MT1-MMP txn act,Calb biofilm kill,LYP inh 2,TNFa cytotox,F-actin modifier
CNC(=O)c1cc(S(=O)(=O)N(C)C)ccc1Cl,4[fluorescence artefact?],-28,14,-0.1,1.1,5,4,-17,2
COC(=O)c1sc(S(=O)(=O)N2CCN(c3ccccc3)CC2)c(C(=O)OC)c1C,9,-25,6,-0.51,1,7,-8,-13,-7
COc1ccc(C(=O)Nc2oc(-c3ccccc3)c(-c3ccccc3)c2C#N)cc1,3,-5,12,0.89,1.1,7,0,-9,-26
O=C(CSc1nnc(Cn2c(=O)sc3ccccc32)n1CCc1ccccc1)N1CCOCC1,4,-4,4,0.13,1.4,4,-5,-17,-39
O=C(CCn1nnc(-c2cccs2)n1)N1CCc2ccccc2C1,-24,37,-36,0.05,1,-2,-2,23,6
Cc1cc(=O)oc2ccc(OCC(=O)NCc3ccco3)cc12,5,-19,9,-0.63,1.1,3,-2,-9,-4
CN1C(=S)SC(/[N+]([O-])=C\c2cccs2)C1(C)C (stereo unspecified),-3,13,17,-0.62,1.1,4,-10,-14,3
O=C(CNC(=O)c1cccs1)NCCN1CCN(Cc2ccccc2)CC1,8,26,18,-0.33,1.2,4,-10,-22,22
COc1ccc(NC(=O)c2cc3nc(-c4ccccc4)cc(-c4ccccc4)n3n2)c(OC)c1,.,20,32,-1.4,.,.,9,6,10
O=[N+]([O-])c1ccc2c(c1)C(N1CCOCC1)/C(=C/COc1ccc3ccccc3c1Br)O2 (stereo unspecified),.,8,-3,-0.039,.,.,-8,1,3
c1ccc(-c2ccc(CN3CCN(c4ncccn4)CC3)cc2)cc1,-2,0,1,-0.46,1.1,9,4,0,.
COc1ccc(Cl)cc1NC(=O)c1c(-c2ccccc2)noc1C,11,-27,8,-0.58,1,0,15,-4,9
COC(=O)C1(S(=O)(=O)c2cccc3nsnc23)CC1,11,.,.,0.19,1.2,11,.,.,.
CC(C)(C)C(=O)CCN1C(=O)C2(OCCO2)c2ccccc21,13,14,5,0.12,1.1,4,7,-51,13
COC(=O)c1cc(S(=O)(=O)n2nc(C)c(Br)c2C)c(Cl)cc1Cl,6,-8,0,.,1.1,7,11,-9,5
CSCCC(C(=O)Nc1ccc2c(c1)OCO2)N1C(=O)c2ccccc2C1=O (stereo unspecified),0,18,24,-0.58,1.2,-5,-12,-5,2
O=C(Cn1nnc(-c2ccccc2)n1)NCc1ccco1,1,34,1,-0.069,1,-6,-3,47,9
COCCn1nnnc1C(c1cccc(C(F)(F)F)c1)N1CCN(Cc2ccccc2)CC1 (stereo unspecified),10,1,-23,-1.9,1.2,-1,3,-17,3
Cn1c(=O)oc2cc(S(=O)(=O)N3CCc4ccccc4C3)ccc21,-4,6,10,-0.91,1.2,12,-6,-8,-9
Cc1c(Cl)cccc1NC(=O)c1nc(C)n(-c2cc(OC(C)C)c(Cl)cc2Cl)n1,.,-4,-9,0.041,.,.,16,-7,29
CCOC(=O)N1CCC(N(CCOC)C(=O)Nc2ccc(Cl)c(Cl)c2)CC1,1,.,.,0.5,1,-1,.,.,.
COCCN(CC(=O)NCc1ccc(F)cc1)C(=O)CCC(=O)Nc1nccs1,0,-16,-2,-0.13,1,7,-3,-2,-26
COc1ccc(C(=O)Cn2c(Br)nc3c2c(=O)n(C)c(=O)n3C)cc1OC,6[fluorescence artefact?],20,-13,-0.79,1,8,-33,9,-4
O=C(CN1CCN(C(=O)c2ccco2)CC1)Nc1c2c(nc3c1CCC3)CCCC2,-9,-16,7,0.013,1,0,-7,-20,-1
O=C1c2ccccc2C(Nc2ccc(S(=O)(=O)N3CCOCC3)cc2)N1c1cccnc1 (stereo unspecified),1,12,27,0.23,1,8,-3,7,7

# Record cards, from the list above:
# `CN1C(=S)SC(/[N+]([O-])=C\c2cccs2)C1(C)C` (stereo unspecified) across the screens: Smad3 FoxH1 inh: -3; IL1B cytotox: 13; VCAM1 TNFa inh: 17; hDAT+cocaine: -0.62; MT1-MMP txn act: 1.1; Calb biofilm kill: 4; LYP inh 2: -10; TNFa cytotox: -14; F-actin modifier: 3
# `COc1ccc(Cl)cc1NC(=O)c1c(-c2ccccc2)noc1C` across the screens: Smad3 FoxH1 inh: 11; IL1B cytotox: -27; VCAM1 TNFa inh: 8; hDAT+cocaine: -0.58; MT1-MMP txn act: 1; Calb biofilm kill: 0; LYP inh 2: 15; TNFa cytotox: -4; F-actin modifier: 9

# Some of these compounds in order of the Smad3 FoxH1 inh value, falling:
SMILES,Smad3 FoxH1 inh
COCCn1nnnc1C(c1cccc(C(F)(F)F)c1)N1CCN(Cc2ccccc2)CC1 (stereo unspecified),10
CCOC(=O)N1CCC(N(CCOC)C(=O)Nc2ccc(Cl)c(Cl)c2)CC1,1
c1ccc(-c2ccc(CN3CCN(c4ncccn4)CC3)cc2)cc1,-2
O=C(CN1CCN(C(=O)c2ccco2)CC1)Nc1c2c(nc3c1CCC3)CCCC2,-9

# (further entries)
SMILES,Smad3 FoxH1 inh,IL1B cytotox,VCAM1 TNFa inh,hDAT+cocaine,MT1-MMP txn act,Calb biofilm kill,LYP inh 2,TNFa cytotox,F-actin modifier
Cc1cc(C)n(C(=O)c2ccc(C)c(S(=O)(=O)N3CCCC3)c2)n1,-5,28,10,0.9,1.1,-2,0,-4,-4
CCOC(=O)C1(C)/C(=N/Nc2cccc(Cl)c2)C(=O)C(=O)N1c1ccccc1 (stereo unspecified),8,1,2,0.18,1,0,2,-28,2
O=C(Nc1cccc(Cl)c1)N1CCN2C(=O)c3ccccc3C12c1ccccc1 (stereo unspecified),4,9,0,-2.4,1.2,2,-4,-15,9
COc1ccc(C2N(C(=O)N3CCOCC3)CCN2S(=O)(=O)c2ccc(C)cc2)cc1 (stereo unspecified),-4,8,21,0.22,1.1,2,-3,-7,0
CCOc1ccc(-c2cc(CCCC(=O)NCc3ccc(C)cc3)no2)cc1,.,14,4,.,.,.,-5,-16,-10
O=C(Cn1nnc(-c2ccccc2)n1)N1CCN(S(=O)(=O)c2ccc(Cl)cc2)CC1,.,-29,-33,0.011,1,.,-3,-34,-11
Cc1cc2ncn(S(=O)(=O)N3CCOCC3)c2cc1C,1[fluorescence artefact?],21,-32,0.16,1.2,1,4,.,1
COC(=O)c1ccc(Cn2nnc3ccccc3c2=O)o1,.,17,2,0.7,1.2,.,-2,-6,13
COCCC(=O)N(Cc1ccc2c(c1)OCO2)C(C(=O)NC1CCCCC1)c1ccncc1 (stereo unspecified),-2,-6,6,-0.34,1,7,-5,3,59
Cc1ccc(-c2nc3ccccc3c(=O)n2CCCN2CCOCC2)cc1,3,-10,-16,-0.67,1.4,3,-6,3,1
O=C(O)CCn1c(=S)oc2ccccc21,13[fluorescence artefact?],-6,1,-0.2,1.4,2,-5,-23,0
COc1ccc(CNCCC(c2ccc(OC(C)C)cc2)C(C)C)cc1OC (stereo unspecified),.,12,-12,1.4,.,.,8,7,-8
CC1(C)CC(=O)N(CC(=O)NCc2ccccc2)c2ccccc2S1(=O)=O,28,14,14,-0.27,1.1,5,-10,3,-5
Cc1nc2nc(SCC(=O)C(C)(C)C)[nH]c2cc1Br,5,-38,6,-0.19,1.1,5,-11,-26,9
COc1cc(C)c(CNc2cc(C)cc(C)c2)cc1C,10,.,2,1.3,1.3,7,2,9,-12
C=CCSc1nnc2c(n1)OC(c1c(C)[nH]n(-c3ccccc3)c1=O)Nc1ccccc1-2 (stereo unspecified),.,-6,11,1.7,.,.,-2,-29,-4
CC(C)(C)NC(=O)/C(=C\c1ccc(Br)cc1)NC(=O)c1cccs1,.,38,9,-0.62,.,.,2,-7,6
CC1(C)CC(=O)C=C(Nc2ccccc2NC(=O)c2cnccn2)C1,-2,-7,-19,-1.7,1.3,-4,-5,-4,11
O=C(CCN1C(=O)c2ccccc2C1=O)N1CCN(Cc2ccc(Cl)cc2Cl)CC1,15,.,.,1.9,1.1,5,.,.,.
COc1ccc(/C=N/N(C(C)=O)c2nc(-c3ccc(C)cc3)cs2)cc1,.,14,-3,0.53,.,.,-4,-12,1
CC(C)(C)OC(=O)N1CCN(c2ccc(NC(=O)Cn3nnc(-c4ccccc4)n3)cc2)CC1,9,-26,18,-0.64,1.1,4,-3,18,-43
O=C(c1ccco1)N1CCN(C(=O)C2CCCO2)CC1 (stereo unspecified),11,-14,7,0.44,1.2,8,2,-14,-9
CC(C)NC(=O)CCCc1cn(C)c2ccccc12,4,13,22,-0.0038,1.2,3,-5,-8,20
CCOc1cc(C)c(C(C)C)cc1S(=O)(=O)N1CC(C)OC(C)C1 (stereo unspecified),3,-14,-2,0.11,1,3,6,-10,11
Nc1nc(N2CCN(C/C=C/c3ccccc3)CC2)nc2ccccc12,-5,-5,2,1.2,1,-2,-1,-26,-24

# Going on with the list:
SMILES,Smad3 FoxH1 inh,IL1B cytotox,VCAM1 TNFa inh,hDAT+cocaine,MT1-MMP txn act,Calb biofilm kill,LYP inh 2,TNFa cytotox,F-actin modifier
COc1cccc(-c2nc(CC(=O)O)cs2)c1OC,-2,2,-2,-0.96,1.1,2,-3,14,-21
O=C(O)C1CCCCN1S(=O)(=O)c1ccc(Cl)s1 (stereo unspecified),6,3,4,-0.52,1.1,6,-6,-4,-12
Fc1cccc(NCc2cn3ccccc3n2)c1,1,-7,12,-0.11,1.1,5,6,23,1
COc1c(N2CCN(C(=S)NCc3ccccc3)C(C)C2)c(F)cc2c(=O)c(C(=O)O)cn(C3CC3)c12 (stereo unspecified),-2,1,9,3.3,1,5,35*,-7,.
CN(c1ccccc1C(=O)NCC1CCCO1)S(C)(=O)=O (stereo unspecified),1,-31,26,-1.2,1,4,-2,13,-10
COc1ccccc1-c1cc(C(F)(F)F)nc(S(=O)(=O)CCCC(=O)NC(C)C)n1,.,-8,26,-0.44,1,.,15,0,-2
CCCCS(=O)CC(COc1ccc(Cl)cc1)OC(=O)c1ccccc1 (stereo unspecified),-6,-16,5,1.9,1.3,6,-1,-22,11
c1csc(C(c2nnnn2C2CCCC2)N2CCCC3(CCCCC3)C2)c1 (stereo unspecified),-6,2,13,-0.53,1.1,5,11,-3,-6
COc1ccc(NC(=O)CCN2CCCC2)c(OC)c1,0,4,-10,0.77,1.2,7,6,14,-1
COc1ccc(-c2noc(CCC(=O)Nc3cccc(C)c3)n2)cc1,4,-34,-17,0.33,1,8,-1,-34,-6
N#CCCSCc1ccc(C(=O)O)o1,1,-6,21,0.027,1,3,-30,-13,14
Cc1cc(C)n(C(=O)c2ccc(S(=O)(=O)N3CCCC3)cc2)n1,-16,14,13,0.81,1.1,3,-3,-3,21
CCCCCOC(=O)c1ccc(N2C(=O)C3C4C=CC(C4)C3C2=O)cc1 (stereo unspecified),-8,-158,-10,0.51,1.2,4,-10,-4,-4
CC(=O)NC(C)C(=O)OCc1ccc(Cl)cc1Cl (stereo unspecified),-8,1,-1,-0.0072,1.1,-1,-4,-4,15
COc1cc(C(=O)OCC(=O)c2cc(C)n(C)c2C)cc(OC)c1OC,0,0,2,0.078,1.1,-2,-11,-18,13
CCNc1nc(NC(C)(C)C)nc(N2CCCC2)n1,8,-21,-6,-1.5,1.1,4,-4,-7,4
Cc1ccc(NC(=O)Cn2cccc2)cc1C,2,15,-4,1.4,1.1,1,-8,1,-16
CN(C)c1ccc(NC(=O)N2CCOCC2)cc1,-5,-40,4,-1,1.4,3,4,.,3
COc1ccccc1Cc1nnnn1CC(=O)O,-16,8,-14,0.021,1.2,-3,8,33,-14
